12-LOX inh – inhibitors of human 12S-lipoxygenase ALOX12 | purified 12hLO, xylenol orange hydroperoxide absorbance | Potency, µM (doses to about 108 µM), inactives show at the highest dose activity change, negative = inhibition, most hits filed as inhibitors | 580,000 tested, 1.1% active | AID 1671190; active means well fitted inhibition curve with a large enough effect; inconclusive means small, poorly fitted or top-dose-only effect, or another doubt; inactive means no such curve, though single readings can be large or run the other way
Target sequence (P18054 whole entry, looked up): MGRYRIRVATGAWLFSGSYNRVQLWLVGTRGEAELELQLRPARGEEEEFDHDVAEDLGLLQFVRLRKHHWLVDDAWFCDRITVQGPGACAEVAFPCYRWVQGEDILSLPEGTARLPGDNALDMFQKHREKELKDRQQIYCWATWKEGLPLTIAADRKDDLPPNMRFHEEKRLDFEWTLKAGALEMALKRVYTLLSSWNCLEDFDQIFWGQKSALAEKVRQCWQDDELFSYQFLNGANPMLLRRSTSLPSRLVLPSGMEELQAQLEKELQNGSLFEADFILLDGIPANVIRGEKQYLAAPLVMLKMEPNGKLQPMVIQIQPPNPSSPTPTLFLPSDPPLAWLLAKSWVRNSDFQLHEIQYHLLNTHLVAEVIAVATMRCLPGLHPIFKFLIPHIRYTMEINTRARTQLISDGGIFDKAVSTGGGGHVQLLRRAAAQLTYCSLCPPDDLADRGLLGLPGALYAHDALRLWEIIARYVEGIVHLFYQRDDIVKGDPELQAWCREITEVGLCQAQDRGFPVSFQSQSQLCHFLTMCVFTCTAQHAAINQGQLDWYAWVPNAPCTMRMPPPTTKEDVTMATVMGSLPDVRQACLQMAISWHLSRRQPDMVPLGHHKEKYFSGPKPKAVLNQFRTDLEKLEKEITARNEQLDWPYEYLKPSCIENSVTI
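Hydroperoxide product was detected by ferrous iron/xylenol orange as the 573 to 405 nm absorbance ratio. Arachidonic acid at 40 uM (final) was turned over for 30 min at room temperature by 150 nM human 12hLO, pH 7.0 Hepes buffer, after 15 min compound preincubation.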
The depositor's hits bear a star; ? = inconclusive; [ ] = another dose, or the depositor's remark. On the % scale 0 is the no-effect control and ±100 the full control effect; potency means the concentration at half of the fitted maximal effect. Some of the compounds tested. The share of hits here may be higher or lower than overall.

The first seven entries, to show the layout:
SMILES	12-LOX inh
Nc1[nH]c(C(=O)c2ccc(Cl)cc2)c(-c2ccc(Br)cc2)c1C(=O)NCCc1c[nH]c2ccccc12	?
COc1cccc(CN2CCC3(CC2)CN[S+](=O)([O-])c2ccccc2N3)c1	17%
CCOC(=O)N1CCC(NC(=O)CS(=O)Cc2nc(-c3ccccc3F)oc2C)CC1 (stereo not drawn)	1%
COc1ccc(N2CC(C(=O)NCC3CC3)NC2=O)cc1 (stereo not drawn)	72%[activator][176 µM]
Cc1cc(C)c(NC(=O)c2ccc3c(c2)CCC3)c(Cl)c1	?
CCOCCCNC(=O)[C@H]1CCC[C@H]1NC(=O)c1ccncc1	53%[activator]
COc1ccc(-c2noc(-c3cccn3CC(=O)Nc3ccccc3C)n2)cc1F	?

All compounds of this part, from the start:
SMILES	12-LOX inh
Nc1[nH]c(C(=O)c2ccc(Cl)cc2)c(-c2ccc(Br)cc2)c1C(=O)NCCc1c[nH]c2ccccc12	?
COc1cccc(CN2CCC3(CC2)CN[S+](=O)([O-])c2ccccc2N3)c1	17%
CCOC(=O)N1CCC(NC(=O)CS(=O)Cc2nc(-c3ccccc3F)oc2C)CC1 (stereo not drawn)	1%
COc1ccc(N2CC(C(=O)NCC3CC3)NC2=O)cc1 (stereo not drawn)	72%[activator][176 µM]
Cc1cc(C)c(NC(=O)c2ccc3c(c2)CCC3)c(Cl)c1	?
CCOCCCNC(=O)[C@H]1CCC[C@H]1NC(=O)c1ccncc1	53%[activator]
COc1ccc(-c2noc(-c3cccn3CC(=O)Nc3ccccc3C)n2)cc1F	?
Cc1ccc(S(=O)(=O)N2CCC(Oc3ncccc3C(=O)N3CCOCC3)C2)cc1F (stereo not drawn)	60%[activator]
Cn1nc(C(=O)Nc2ccc(I)cc2)c2ccccc2c1=O	-5%
CCC(CC)C(=O)N1CCC2(CC1)C(=O)N(C)c1ccccc12	3%
COc1ccc(-c2nc3c(C)cccc3cc2CN2CCC(O)CC2)cc1OC	73%[activator]
O=C(NCCc1ccccc1)N1CC(Oc2ccccc2-c2nc(-c3ccccc3)no2)C1	-18%
O=C(O)C/C(=C/c1cccc(O)c1)c1nc2ccccc2o1	-11%
O=C(Cc1ccsc1)N1CCC(n2cc(-c3nc(C4CC4)no3)nn2)C1 (stereo not drawn)	-4%
O=C(O)[C@H]1c2ccccc2C(=O)N(Cc2ccc(F)cc2)[C@H]1c1ccc(Cl)cc1	1%
CCc1nc(NC(=O)c2nc(-c3ccccc3)oc2C)sc1C	10%
CN(C)CCO[C@H]1C[C@@H](O)C12CCN(C(=O)Cc1ccc3ccccc3c1)CC2	9%
CNc1nc2c(c(=O)n(C)c(=O)n2C)n1CC(O)COc1ccc(C)cc1 (stereo not drawn)	-50%
Cc1c(Cc2ccccc2)c(=O)oc2cc(OCC(=O)O)ccc12	?
Cc1onc(-c2ccccc2)c1-c1nnc(CSc2nnnn2C)o1	?
Cc1ccc(C2NC(=O)N(CC(=O)NC3CCCC3)C3=C2C(=O)OC3)cc1 (stereo not drawn)	9%
Cc1nn(-c2ccc3nnc(C)n3n2)c2c1C(c1ccc(O)cc1)CC(=O)N2 (stereo not drawn)	?
CSc1ccc(C2=NN(C(=O)CCC(=O)O)C(c3ccc4nccnc4c3)C2)cc1 (stereo not drawn)	?
CCOC(=O)c1cccc(NC(=O)CCc2nc3c(C)nn(-c4ccc(C)cc4)c3n(CC)c2=O)c1	2%
CC(NC(=O)c1ccc(OC2CCN(S(=O)(=O)N(C)C)CC2)cc1)c1ccc(F)cc1 (stereo not drawn)	25%
O=C1NC2(CCN(S(=O)(=O)c3cccc(C(F)(F)F)c3)C2)N=C1c1ccccn1 (stereo not drawn)	78%[activator]
O=C(Cc1ccc2c(c1)OCCCO2)NC1CCCc2c1[nH]c1c(Cl)cccc21 (stereo not drawn)	0%
Cc1nc(-c2c3n(c(=O)n(CC(=O)Nc4cccc(C(F)(F)F)c4)c2=O)CCCC3)no1	-1%
CN(C)C[C@@H]1CN(Cc2ccccn2)C[C@H]1NS(=O)(=O)c1cccc(F)c1	96%[activator]
CCc1nc(-c2c(-c3ccccc3)ncn2CCc2ccncc2)c(C)[nH]1	68%[activator]
CN(Cc1cccc2ncccc12)C(=O)CN1CCOC1=O	16%
O=C(c1ccc(F)cc1)N1CCCC(n2cc(-c3nc(-c4ccccc4)no3)nn2)C1 (stereo not drawn)	1%
Cc1cc(=O)oc2cc(OCc3ccc(C(=O)OC(C)C(=O)NC(N)=O)cc3)ccc12 (stereo not drawn)	13%
COc1ccc(C(=O)Oc2ccc(C(C)C)cc2)cc1I	8%
COc1cccc(CN2CCCCC2c2nc(CCOCC3CCOCC3)no2)c1 (stereo not drawn)	34%
COc1ccc(NC2CCCN(CC(=O)Nc3ccc(C)cn3)C2)cc1 (stereo not drawn)	83%[activator]
CC(C)CCNC(=O)Cn1ccn2nc(-c3ccccc3)c(CO)c2c1=O	16%
COc1ccc(C(=O)N2CCC(n3cc(-c4nc(C(C)C)no4)nn3)CC2)cc1OC	16%
CCOP(=O)(OCC)c1nc(Cc2ccc(Cl)cc2)oc1NCc1ccco1	-3%
CN(Cc1ccccc1)C(=O)c1ccccc1C(=O)OCC(=O)C(C)(C)C	-24%
CN(C)c1nsc(N2CCC3(CC2)C(C(=O)O)CC(=O)N3C)n1 (stereo not drawn)	-2%
COc1nc2c(cc1CNC(=O)CC1CC1)C(=O)N(CCc1ccccn1)C2	9%
COc1cccc(CN2CC[C@@](C)(O)[C@H](N3CCCC3)C2)c1	167%[activator]
CCC1Cc2cc(O)ccc2C2=C1c1ccc(O)cc1CC2CC (stereo not drawn)	?
COC(=O)C1=C(C)N(Cc2ccccc2C(F)(F)F)C(=NCc2ccc3c(c2)OCO3)NC1CCc1ccccc1 (stereo not drawn)	?

Part of the list above, set out differently:
12-LOX inh	molecule
16%	CC(C)CCNC(=O)Cn1ccn2nc(-c3ccccc3)c(CO)c2c1=O
16%	COc1ccc(C(=O)N2CCC(n3cc(-c4nc(C(C)C)no4)nn3)CC2)cc1OC
-3%	CCOP(=O)(OCC)c1nc(Cc2ccc(Cl)cc2)oc1NCc1ccco1
-24%	CN(Cc1ccccc1)C(=O)c1ccccc1C(=O)OCC(=O)C(C)(C)C
-2%	CN(C)c1nsc(N2CCC3(CC2)C(C(=O)O)CC(=O)N3C)n1 (stereo not drawn)
9%	COc1nc2c(cc1CNC(=O)CC1CC1)C(=O)N(CCc1ccccn1)C2

(continued)
SMILES	12-LOX inh
COc1ccc(C(=O)c2sc(Nc3ccc(C(C)C)cc3)nc2N)c(OC)c1OC	-27%
CC1(C)CNC(=O)c2nc(CCN3CCCc4ccccc43)[nH]c2C1	320%[activator]
C=CCn1c(C(=O)NCCCOC)cc2cc(S(=O)(=O)N(C)C)ccc21	3%
COc1ccc(-c2cnc([C@@H]3COCCN3Cc3ccc(C)cc3)[nH]2)cc1	9%[176 µM]
CC(NC(=O)CC1C=CCC1)C1CCCO1 (stereo not drawn)	14%
COc1ccc(NC(=O)c2cc(NC(=O)C(C)C)cc3nc(C)ccc23)cc1	56%[activator]
CCN(c1ccccc1)S(=O)(=O)c1cccc(C(=O)OC2CCCCC2=O)c1 (stereo not drawn)	2%
CN(C1CCc2nn(C)c(=O)n2CC1)S(=O)(=O)c1ccc2c(c1)CCCC2 (stereo not drawn)	4%
COc1cc(OC)c(NC(=O)N2CCC3(CC2)N=C(c2cccc(F)c2)C(=O)N3)cc1Cl	-4%
CCOC(=O)c1ccc(Oc2coc3cc(OC(=O)N(CC)CC)ccc3c2=O)cc1	38%
COc1ccc(-c2nnc3n2CCN(C(=O)c2ccccc2Cl)C3)cc1	1%
COCCNc1nc(C(C)C)c2c(c1C#N)CCCC2	15%
Cc1cccnc1CN1CCN(c2ncncn2)CC1	35%[activator]
COc1ccccc1N1CCN(C(=O)C[C@@H]2O[C@H](CNC(=O)c3cccc(F)c3)[C@@H](O)[C@H]2O)CC1	?
O=C([C@H]1C[C@H](Oc2cccnc2)CN1C(=O)CCCc1ccccc1)N1CCOCC1	31%[activator]
CCNC(=O)NC(=O)CN1CCCC(C)C1 (stereo not drawn)	4%
CC1CCC(NC(=O)CSc2nc3cc([N+](=O)[O-])ccc3o2)CC1 (stereo not drawn)	?
CCCN1C(SCC(=O)Nc2ccc(OC)c(OC)c2)=NS(=O)(=O)c2ccccc21	-13%
Cc1cccc(C)c1N=CN1c2ccccc2-n2cccc2C1c1ccccc1 (stereo not drawn)	-14%
OC(c1ccccc1)(c1ccccc1)C1CCN(CCCOc2cccc(Cl)c2)CC1	?
O=C(O)c1nnn(-c2ccc(F)cc2)c1C(F)(F)F	?
COC1CCC12CCN(C(=O)c1cnc(C)cn1)CC2 (stereo not drawn)	3%
O=C1N(Cc2ccccc2)CCOC12CCN([S+](=O)([O-])c1ccccc1)CC2	?
CC(=O)Nc1cc(C(=O)N2CCN(C3CCCCC3)CC2)c2ccc(C)nc2c1	65%[activator]
CCOC(=O)c1cnc2c(Cl)cccc2c1Nc1ccccc1OCC	12%
Cc1ccc(-n2c(SCC(=O)Nc3ccc(Cl)cc3)nc3c(=O)[nH]cnc32)cc1	?
Cc1nn(-c2ccccn2)c(C)c1[C@@H]1C=C[C@@H](NC(=O)CCC(=O)O)C1	85%[activator][176 µM]
C=CCn1c(N2CCCCC2)nc2c1c(=O)[nH]c(=O)n2C	2%
Cn1cc(C(=O)C(=O)NCc2ccccc2)c2ccccc21	50%
COc1cccc(NC(=O)N(C)CC2CCOCC2)c1	20%
Cc1ccc(Nc2ncncc2-c2nc(-c3ccccc3)no2)c(F)c1	53%[activator]
CC1(Cc2ccc3c(c2)OCO3)CCCN(CC(=O)NCc2ccco2)C1 (stereo not drawn)	2%
Cc1noc(C)c1-c1cc(-c2ccc(CN(C)C)cc2)cn2cncc12	0%[176 µM]
Cc1ccc(C(=O)N(CC(C)C)CC2CN(C(=O)c3ccc4c(c3)OCO4)CCO2)cc1 (stereo not drawn)	-7%
N/C(=C\C(=O)/C=C/c1ccco1)C(F)(F)F	-75%
Cn1cccc1C(=O)N1CC[C@H](NC(=O)Nc2ccc(F)cc2F)[C@H]1C(=O)N[C@H](Cc1ccccc1)C(N)=O	-14%
O=C(NCc1cccnc1)C1CCC(=O)N1C1CCN(C(=O)c2ccccc2F)CC1 (stereo not drawn)	18%
CC(=O)Nc1ccc(C(=O)N2CCCC(n3cc(C(=O)NCC(C)C)nn3)C2)cc1 (stereo not drawn)	1%
O=C(Cn1nc2n(c1=O)CCCC2)NCc1ccc2c(c1)OCO2	35%
CCCNC(=O)Cc1ccc(-n2c(=O)c3ccccc3n(CC(=O)Nc3cc(C)cc(C)c3)c2=O)cc1	-22%
CCCCc1ccc(NC(=S)NCCc2ccc(Cl)cc2)cc1	32µM*
CN(Cc1cccc(OC(F)(F)F)c1)C(=O)C1(c2ccc(Cl)cc2)CCOCC1	8%[6.33 µM]
O=C(N1CCN([S+](=O)([O-])Cc2ccccc2F)CC1)N1CC2CC(C1)[C@H]1CCCC(=O)N1C2 (stereo partly drawn)	45%[activator]
CCn1cc(-c2ccc(C)cc2)cc1C(=O)N1CCN(c2ccccn2)CC1	?
COc1ccc(N2C(=O)C3(CCCCC3)C2C(=O)NCCc2ccncc2)cc1 (stereo not drawn)	47%[activator]
COc1cc(S(=O)(=O)Nc2ccc(S(C)(=O)=O)cc2)ccc1NC(C)=O	51%[activator]
Cc1ccc(C2Cn3nnc(C(=O)N4CCC(C(=O)NCC5CCCO5)CC4)c3CO2)cc1 (stereo not drawn)	6%
C#CCCC[C@@H](/C=C/C(=O)OCC)NC(=O)C(F)(F)F	5%
CCOC(=O)C1CCC(CNC(=O)N2CCCC2c2ccc(C)cc2)CC1 (stereo not drawn)	0%
CCn1cnnc1CC1CCCN(C(=O)COc2ccc(C)cc2)C1 (stereo not drawn)	0%
Cc1cc2cccc(-c3nc(C4CCOC4)nn3CC(=O)O)c2o1 (stereo not drawn)	3%
CCN1C(=O)Cc2cc(C(=O)NCc3ccc(OC)cc3)ccc21	41%[activator]
O=C1COc2ccc(OCC3CC3)nc2CN1Cc1ccc(C(F)(F)F)cc1	-11%[176 µM]
CC(C)CCNC(=O)c1cccc2c1CCN2S(=O)(=O)c1ccccc1F	-17%
CC(=O)c1cccc(Nc2nc3ccccc3nc2NS(=O)(=O)c2cc(C)ccc2C)c1	-40%
CCCCC(NS(=O)(=O)Cc1ccccc1)C(=O)O (stereo not drawn)	?
O=C(C1CCCC1)N1CCCC(Cc2nc(C3CCOCC3)no2)C1 (stereo not drawn)	26%
CC(C)NC(=O)[C@@H]1C[C@H](N)CN1C(=O)c1ccccc1-c1ncc[nH]1	45%[activator]
COc1ccc(NC(=O)c2ccnc(-c3nnc4ccc(Nc5ccccc5)nn34)c2)cn1	39%[activator][176 µM]
CCN(C(=O)CSc1nc2ccccc2o1)c1ccccc1	-3%
Following part.
SMILES	12-LOX inh
O=C(O)C1CCC(C(=O)O)CC1 (stereo not drawn)	-15%
CC(C)NC(=O)NC[C@H]1OC[C@@H](NCc2ccccc2O)[C@@H]1O	?
CCc1noc(-c2ccn3c(CNC(=O)c4cc(F)cc(F)c4)nnc3c2)n1	49%[activator]
COc1ccc(OC2CN(Cc3ccc(NC(C)=O)cc3)C2)cc1	7%[6.33 µM]
CCCc1[nH]nc2c1C(c1ccccc1C(F)(F)F)C(C#N)=C(N)O2 (stereo not drawn)	?
Cc1nc2ccc(C(=O)NCc3cccnc3Oc3ccccc3C)cc2[nH]1	20%
COc1cc(NC(=O)c2ccc3c(c2)NC(=O)CS3)cc(OC)c1	?
OCC1(CC2CC2)CCCN(Cc2ccccc2OC(F)F)C1 (stereo not drawn)	4%

Arranged by SMILES length (largest number first): part of the list above
SMILES	12-LOX inh
Cc1nc(-c2c3n(c(=O)n(CC(=O)Nc4cccc(C(F)(F)F)c4)c2=O)CCCC3)no1	-1%
O=C1NC2(CCN(S(=O)(=O)c3cccc(C(F)(F)F)c3)C2)N=C1c1ccccn1 (stereo not drawn)	78%[activator]
CC(C)NC(=O)[C@@H]1C[C@H](N)CN1C(=O)c1ccccc1-c1ncc[nH]1	45%[activator]
